# P. falciparum M1AAP = P. falciparum M1AAP inhibitors, biochemical, fluorogenic H-Leu-NHMec substrate, 1536-well (AID 1445); recombinant M1AAP, H-Leu-NHMec fluorogenic kinetic assay; higher % means a stronger effect; inhibition, % at 30 µM, or IC50 in µM where a hit was titrated; 0.42% of 220,000 active;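 active = primary inhibition above the hit cutoff, then over 50% inhibition at one or more dose response concentrations, cut at about 23% in these data, passing the limit was not always enough; inconclusive = conflicting primary data, or primary hits not chosen for dose response; inactive = low primary inhibition, or under 50% at every dose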;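 note: plate controls were DMSO full reaction for no effect and no enzyme background for full effect; strong numbers were not always called active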
# Ins promoter up = MIN6 insulin promoter up-regulation. AID 1625. MIN6 insulin promoter-GFP reporter, high-content imaging; hits give high values. z-score at 5 µM. 0.3% of 190,000 active;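 active = z-score above 3 at 5 µM with at least 500 cells counted in the well; inconclusive = wells under 500 cells, flagged as cytotoxic or low count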
# Yfh1-depleted yeast = enhancers of respiration in Yfh1-depleted yeast, dose response, Friedreich's ataxia, plus single-dose screen (AID 1465). S. cerevisiae Yfh1-off respiration, WST-1 reduction, 72 h; higher fold induction means a stronger effect. fold induction at 50 µM, or EC50 in µM where a hit was titrated. 0.074% of 220,000 active;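 active = fold induction of absorbance versus untreated yeast above a set limit, then at least 30% activation at any dose in follow-up; inconclusive = repeats straddling the limit, or above it without dose testing; inactive = fold induction below the set limit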;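 note: activators that raise dye reduction in frataxin-depleted yeast; strong numbers were not always called active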
# M17LAP inhibition = P. falciparum M17LAP inhibitors, primary screen, biochemical, fluorogenic H-Leu-NHMec substrate, 1536-well (AID 1619) | 0.38% of 220,000 active | recombinant M17LAP, H-Leu-NHMec fluorogenic kinetic assay; higher % means a stronger effect | inhibition, % at 30 µM, or IC50 in µM where a hit was titrated;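 active = compound inhibiting the enzyme by more than half at any dose during confirmatory dose-response retesting; inconclusive = strong single-dose inhibitors picked by rank but not retested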;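 note: plate controls were full reaction with DMSO carrier for no effect and no enzyme background for full effect; strong numbers were not always called active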
# Dynein transport = dynein cargo transport inhibition | 3617.4 mouse cells, GR-EGFP nuclear translocation imaging; test concentration mostly 20 µM; stimulated with dexamethasone, 1 µM; hits give low values | z-score, hits read low | AID 1381 | 0.47% of 220,000 active;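 active = plate z-score of nuclear minus cytoplasmic receptor signal below a set negative limit, without overly bright fluorescence or cell loss, cut at about -3.5 in these data, passing the limit was not always enough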;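 note: z-score of nuclear minus cytoplasmic ring GR-EGFP intensity difference per well; some compounds called inactive have numbers as strong as hits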
#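 Buffer or medium: tet-free, stripped-serum medium; Also added: dexamethasone, 1.0 µM final; Technique: high-content fluorescence imaging after fixation; Times: 48 h induction, 1 h compound, 30 min dex at 37 °C; Read-out: per-cell GR-EGFP intensity, nucleus versus surrounding cytoplasmic ring, well-averaged.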
# Lipid droplet = modulators of hepatic lipid droplet formation; AML12 mouse hepatocytes, oleate lipid droplets, BODIPY imaging; inhibition, % at 6.5 µM; 0.4% of 240,000 active;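 active = lipid droplet intensity inhibited by at least 50%, with more than 500 cells counted; inconclusive = wells with under 300 cells, treated as cytotoxic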
#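 Material: mouse AML12 hepatocyte cell line, fixed after treatment; Timing: compound with oleate, overnight; Technique: high-content imaging of BODIPY-stained droplets and DAPI nuclei; Probe or stimulus: oleate, 100 µM final; Dosing: compound at 6.5 µM only.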
# Autophagy HCS = alters autophagy in cells. 0.98% of 190,000 active. calls only at 10 µM (by protocol). MEF GFP-LC3 puncta imaging; test concentration mostly 10 µM. AID 463193;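 active = percentage of spot-positive cells more than 3 SD above its plate mean, without a fluorescence outlier flag or 80% toxicity; inconclusive = no clear call, values can overlap the other calls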;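 note: spot-positive cell cutoff set from DMSO-treated cells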
# MT stabilizer = microtubule stabilizers in HeLa cells. AID 2205. 0.83% of 200,000 active. % tubulin-high responders, % at 10 µM. HeLa tubulin immunostaining HCS, 24 h; share of cells brighter than vehicle mean+2SD;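 active = plate Z-score above 3 for both tubulin-high and condensed-nucleus cell shares, with cell loss under 80%, at 10 µM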;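 note: anti alpha tubulin signal scored within the nucleus-defined area of each cell; some results filed as inactive read as strong as hits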
# ER stress rescue = protection against thapsigargin-triggered cell killing – 384-well, CSM14.1, ATP luminescence, primary screen (AID 1222); CSM14.1 thapsigargin-induced death rescue, ATP luminescence; higher % means a stronger effect; one-dose cellular ATP content (survival), % at 20 µM; EC50 in µM for titrated hits; 190,000 tested, under 10 active;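 active = EC50 below 50 µM in the dose-response confirmation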;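 note: death triggered by thapsigargin at about 15 µM added after 2 h compound pretreatment; cell ATP read after overnight thapsigargin exposure of roughly 18 to 22 hours; normalized against plate controls of thapsigargin alone and 5% DMSO vehicle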
# Dynein transport cytoplasmic EGFP = further read-out of Dynein transport, marked with its call; z-score; measured here: cytoplasmic GR-EGFP intensity; hits give high values
# Dynein transport nuclear GR-EGFP = also measured in Dynein transport; calls as there; z-score; measured here: nuclear GR-EGFP intensity;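 lower value marks the stronger effect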
# Dynein transport cell count = second read-out of Dynein transport, no call of its own (marks repeat the call); z-score; measured here: cell count per field
# Ins promoter up cell count = recorded beside Ins promoter up, whose call it bears; cell count; measured here: cytotoxicity, nuclei count;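 total cells summed across four imaged fields per well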
# Lipid droplet cells 6.5 µM = recorded beside Lipid droplet, whose call it bears; cell count; measured here: cell count, cytotoxicity flag;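 cells counted across two imaged fields per well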
# MT stabilizer Hoechst-high % = recorded beside MT stabilizer, whose call it bears; % Hoechst-high responders; measured here: nuclear condensation Hoechst responders;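 share of cells brighter than vehicle mean plus two SD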
# MT stabilizer cytotoxicity % = second read-out of MT stabilizer, no call of its own (marks repeat the call); toxicity, %; measured here: cytotoxicity by cell density;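 0% = mean cell density of plate MIN control wells and 100% = no cells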
# Autophagy HCS cell loss 18 h = further read-out of Autophagy HCS, marked with its call; toxicity, %; measured here: cell loss, nuclei count;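 cell loss after 18 h compound exposure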
# * marks the source's active call; other numbers are inactive results; i = inactive; ? = inconclusive; . = not tested or not shown. No enrichment for hits; any-hit rate near 3.5%.
entry	SMILES	P. falciparum M1AAP	Ins promoter up	Ins promoter up cell count	Yfh1-depleted yeast	M17LAP inhibition	Dynein transport	Dynein transport cytoplasmic EGFP	Dynein transport nuclear GR-EGFP	Dynein transport cell count	Lipid droplet	Lipid droplet cells 6.5 µM	Autophagy HCS	Autophagy HCS cell loss 18 h	MT stabilizer	MT stabilizer Hoechst-high %	MT stabilizer cytotoxicity %	ER stress rescue
1	COc1ccc(CCNC(=O)C2CCC(=O)N2CCc2ccccc2)cc1OC (centres undefined)	0%	-0.21	1160	i	-5%	-0.44	0.79	-0.15	-0.044	-40	719	i	1	2.4	2.2	6.6	-1.3%
2	COCc1cc(=O)n2c(-c3ccc(C)cc3)n[nH]c2n1	5%	.	.	i	19%	.	.	.	.	39	638	.	.	.	.	.	.
3	C=CCOC(=O)C1=C(C)NC(SC)=C(C#N)C1c1ccc(OCC)cc1 (centres undefined)	-3%	-0.17	1349	i	3%	0.49	-0.037	0.47	0.33	.	.	i	9	5.4	2.4	4.5	-3.2%
4	C=CCNc1ncnc2c1[nH]c1ccccc12	-1%	-2.7	821	i	-4%	-0.57	-0.11	0.049	0.13	.	.	i	-9	4.7	1.5	2.5	-0.9%
5	Cc1ccc(-n2cc(-c3ccccc3)c3c(NN4CCOCC4)ncnc32)cc1	3%	-0.05	1106	i	-4%	0.086	-0.24	-0.1	0.086	9	637	i	-3	1.9	4.2	5.5	-4.7%
6	CCC(C)NC(=O)CS(=O)(=O)Cc1nc(-c2cccc(OC)c2)oc1C (centres undefined)	2%	0.77	1971	i	7%	-0.44	-0.15	0.01	-0.24	-4	638	.	.	3.0	2.1	6.2	.
7	COC(=O)C(NNc1ccccc1)(NC(=O)c1ccccc1F)C(F)(F)F (centres undefined)	5%	-0.03	1706	i	0%	0.13	-0.21	0.59	1.6	.	.	i	-25	2.3	1.3	7.4	-1.5%
8	CCCc1oc(C(=O)O)cc1CN1CCOCC1	8%	0.44	804	i	4%	0.42	-0.22	1	0.016	9	787	i	-12	1.8	1.7	3.5	-0.7%
9	CCC(C)(C)NC(=O)Cc1ccc(OC)c(OC)c1	7%	0.17	885	i	0%	0.54	-0.25	0.28	1.2	.	.	i	7	5.5	2.2	5.5	3.2%
10	CCc1nnc(NS(=O)(=O)c2ccc(NC(=O)c3cccc(Cl)c3)cc2)s1	6%	0.77	1120	i	13%	-0.53	-0.13	-0.21	0.13	-5	701	i	19	3.2	3.6	5.1	.
11	O=C(N/N=C/c1ccc(N2CCCC2)c([N+](=O)[O-])c1)c1cccnc1	5%	0.16	1571	i	16%	1.8	-0.2	0.97	0.14	-22	670	i	10	2.4	3.5	9.4	-1.5%
12	Cc1cc(-c2nnc(CCC(=O)N(CC3CC3)CC3CCCO3)o2)no1 (centres undefined)	2%	0.45	1414	i	-4%	-0.84	-0.29	-0.58	0.8	-4	717	i	18	6.0	2.2	7.8	0.2%
13	CC(C)CCNCC1OCc2ccccc2CO1	4%	0.15	1534	i	2%	-1.1	0.011	-0.28	0.58	-1	620	i	2	3.4	3.4	7.6	-2.6%
14	CC[C@H](C)[C@@H](C(=O)N1CCNCC1)n1cc([C@@H](N)CO)nn1	2%	0.94	1453	i	1%	-0.6	-0.15	0.0061	0.21	9	760	i	9	2.0	1.3	0.6	-0.8%
15	Cc1cccc(N(C(=O)Cn2nnc3ccccc32)C(C(=O)NC(C)(C)C)c2ccsc2)c1C (centres undefined)	7%	-0.16	1803	i	8%	0.41	-0.24	-0.37	0.53	-1	684	i	0	1.4	1.1	7.0	-1.5%
16	O=C(O)CCN(Cc1ccccc1)S(=O)(=O)c1ccccc1Cl	3%	0.03	1544	i	-2%	0.91	-0.055	0.081	-0.38	4	704	i	-2	1.0	1.5	4.9	0.0%
17	CCCNC(=O)NC(=O)CN1C(=O)NC(C)(c2ccc(C)cc2)C1=O (centres undefined)	3%	1.2	1036	i	9%	-0.46	-0.24	-0.073	0.51	.	.	i	3	1.3	1.8	13	-1.3%
18	CCOC(=O)C1=C(C)SC2=NS(=O)(=O)CCN21	-2%	1.9	1253	i	-7%	-0.042	-0.23	0.015	0.23	.	.	i	-5	3.5	1.9	15	.
19	COCCCNC(=O)c1cc2c(-c3ccc(Cl)cc3)nn(C)c2s1	9%	-0.17	1048	i	3%	0.34	-0.24	0.34	-0.002	.	.	i	22	3.3	3.0	6.5	-0.3%
20	Cc1ccsc1C(=O)N1CCC(N2CCC(C(=O)NCC3CCCO3)CC2)CC1 (centres undefined)	3%	-0.02	1386	i	5%	0.38	-0.28	0.22	-0.095	-2	643	i	-20	3.5	1.3	7.6	0.4%
21	O=C(CSc1nnnn1-c1ccc2c(c1)OCO2)NCc1ccccc1	5%	.	.	i	12%	-0.34	-0.19	-0.22	-0.39	-5	683	i	17	42*	23*	25*	.
22	CCOC(=O)C1=C(O)/C(=C/c2ccc(CNC(=O)C(=O)Nc3ccc(C)cc3)o2)N=C1C	11%	0.78	875	i	51%	-0.72	0.49	-0.076	1	17	787	i	-15	4.5	2.6	2.3	2.3%
23	O=C(CSc1nn(-c2ccc(F)cc2)c(=S)s1)NCC1CCCO1 (centres undefined)	13%	-1.2	1214	i	4%	-0.33	-0.29	0.61	0.17	-3	753	i	21	2.5	1.7	7.1	-1.5%
24	CCOc1ccc(NC(=O)COC(=O)C23CC4CC(CC(C4)C2)C3)c([N+](=O)[O-])c1	4%	0.03	1494	i	9%	2.9	-0.35	1.4	-0.17	-2	690	i	4	2.7	1.9	0.6	0.9%
25	Cc1cccc(NC(=O)C2(c3ccc([N+](=O)[O-])cc3)CCCC2)c1	13%	-0.74	1626	i	-10%	-0.9	-0.17	-0.57	-0.25	.	.	i	19	2.2	2.0	5.6	0.9%
26	COc1ccc(/C=N/NC(=O)c2cccnc2)cc1CN1CCN(c2ccc(F)cc2)CC1	0%	0.07	1375	i	0%	1.9	-0.061	0.82	-1.4	-12	651	i	-23	3.4	2.2	5.6	-3.5%
27	COc1cccc(/C=N/Nc2nn3cnnc3c3ccccc23)c1O	2%	-0.32	1398	.	-2%	0.28	-0.21	0.5	0.96	.	.	i	15	2.1	2.1	9.2	-0.6%
28	CC(C)CNC(=O)c1cc([N+](=O)[O-])ccc1N1CCOCC1	5%	0.15	1103	i	20%	0.65	-0.31	-0.069	-0.39	28	596	i	2	3.2	1.9	5.2	1.6%
29	Cc1cccc(Nc2nc3ccccc3n3nnnc23)c1	15%	-0.96	1403	i	9%	-0.67	-0.18	-0.46	-0.16	-25	720	i	11	3.1	2.7	7.0	0.6%
30	COc1ccc(C2C(C#N)=C(N)Oc3cc(C)n(Cc4ccncc4)c(=O)c32)cc1 (centres undefined)	2%	0.17	1347	i	7%	-0.27	-0.19	0.12	-0.37	.	.	i	9	5.2	3.2	5.8	-0.5%
31	Nc1nc(NC(=O)c2ccccc2)nn1-c1ccccc1	-2%	0.02	1232	i	-7%	0.34	-0.13	0.82	-1.4	1	776	i	15	2.7	1.2	11	-1.7%
32	Cc1cccc(Nc2nc(-c3ccncc3)cs2)c1	4%	0.7	1140	i	2%	-0.012	-0.2	0.15	0.4	?	.	i	26	4.1	5.0	3.3	-13%
33	Cc1nc2ccc(NC(=O)c3ccc(Br)o3)cc2s1	1%	-0.84	1228	i	-5%	-0.63	-0.33	-0.32	0.13	2	714	i	-6	1.4	2.4	1.0	-1.2%
34	Cc1ccc(C)c(-n2c(-c3cccnc3)n[nH]c2=S)c1	11%	0.55	1470	i	4%	-0.48	0.18	0.17	0.45	-6	717	i	2	6.1	3.8	4.6	0.3%
35	CCC(C)(C)n1nnnc1C(c1ccccc1)N1CCN(C2CCCC2)CC1 (centres undefined)	3%	-4.3	971	i	-5%	-0.13	-0.19	-0.026	0.39	-20	697	i	9	3.9	2.2	7.6	-3.2%
36	O=C(Cn1nnc2ccccc21)NNC(=S)NC1CCCCC1	-8%	-0.13	1441	i	17%	0.16	-0.24	0.37	-0.5	3	725	i	10	2.6	1.7	5.0	-0.1%
37	CN(C)S(=O)(=O)c1cc(NC(=O)COC(=O)Cc2ccc(Br)cc2)ccc1Cl	4%	0.31	1258	i	-9%	-0.31	0.46	-0.45	0.59	-14	646	i	16	1.7	3.5	4.7	-2.5%
38	Cn1c(=O)c2c(SCCN3CCOCC3)nc(C3CCCC3)nc2n(C)c1=O	-1%	-1	1185	i	1%	-0.93	-0.15	-0.37	0.42	-2	695	i	-2	1.8	2.4	12	.
39	c1ccc2sc(NN=C3CCCCCC3)nc2c1	5%	-0.14	1431	i	3%	2.3	0.088	2	-2.8	-1	723	i	-3	2.4	3.4	5.1	-1.3%

# Bioassay records: PubChem, several laboratories
